# Screens deposited in PubChem BioAssay by Southern Research Specialized Biocontainment Screening Center.
# M. tuberculosis HTS – M. tuberculosis growth inhibition, HTS (AID 449762); actives 0.59% (n = 330,000); M. tuberculosis H37Rv growth inhibition, 7H9 media; higher % means a stronger effect; inhibition, % at 25 µM, or IC50 in µM where a hit was titrated; in the data active = a potency from the dose series; inconclusive = inhibition above about 70% without an active follow-up result;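 note: bacterial growth assessed after seven days of incubation; strong numbers were not always called active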
# Salmonella PhoP GFP – Inhibition of PhoP regulon, Salmonella typhi GFP reporter cells, confirmation, 4 h (AID 1850); actives 0.33% (n = 310,000); Salmonella Typhi PhoP-promoter GFP reporter, fluorescence, 4 h; higher % means a stronger effect; inhibition, % at 50 µM; hits with a dose series show IC50 in µM; in the data active = a potency from the dose series; inconclusive = inhibition mostly from about 25% at the one dose, without a potency; inactive = the rest, 99 in 100 with inhibition below about 19%;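 note: 0% = induced wells with vehicle and 100% = uninduced wells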
# inhibitors of VEEV – inhibitors of VEEV TC-83 cytopathic effect, confirmation, Vero cells (AID 588727); inhibition, % at 20 µM, or IC50 in µM where a hit was titrated; Vero cells, VEEV TC-83 cytopathic effect inhibition; higher % means a stronger effect; actives 0.13% (n = 350,000); in the data active = a potency from the dose series; inconclusive = inhibition mostly from about 14% at the one dose, without a potency; inactive = the rest, 99 in 100 with inhibition below about 12%; note: strong numbers were not always called active
# tuberculosis growth – growth inhibition of non-replicating M. tuberculosis (AID 488890); Mycobacterium tuberculosis non-replicating, growth inhibition; higher % means a stronger effect; one-dose inhibition, % at 25 µM; IC50 in µM for titrated hits; actives 0.39% (n = 320,000); in the data active = a potency from the dose series; inconclusive = inhibition mostly from about 82% at the one dose, without a potency; inactive = the rest, 99 in 100 with inhibition below about 76%;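 note: plate controls were DMSO cells for no effect and high antibiotic wells for full effect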
# H1N1 NS1A inhibition – NS1A inhibition, H1N1 influenza, cell based functional assay (AID 504329); NS1A functional cell-based assay, percent inhibition; higher % means a stronger effect; actives 0.3% (n = 340,000); one-dose inhibition, % at 12.5 µM; IC50 in µM for titrated hits; in the data active = a potency from the dose series; inconclusive = inhibition above about 27% without an active follow-up result; note: strong numbers were not always called active
# inhibitors of VEEV 10K pilot screen – recorded beside inhibitors of VEEV, whose call it bears; inhibition, %; measured here: 10K pilot screen inhibition
# An asterisk follows results filed as active; i = inactive; ? = inconclusive; . = not tested or not shown.
# Start of the data: the first 16 compounds, to show the layout:
SMILES,M. tuberculosis HTS,Salmonella PhoP GFP,inhibitors of VEEV,tuberculosis growth,H1N1 NS1A inhibition,others
CC(C)(C)NC(=O)C(c1ccccc1)N(Cc1cccs1)C(=O)c1csnn1 (stereo not drawn),-3%,-9%,0.8%,12%,11%,inhibitors of VEEV 10K pilot screen=0.9
O=C(c1cccc(S(=O)(=O)N2CCc3ccccc32)c1)N1CCN(c2ccccc2)CC1,.,.,?,.,17%,
CN(C)C(CNC(=S)Nc1ccccc1)c1cccnc1 (stereo not drawn),1%,-10%,0.4%,22%,6%,
Cc1ccc(CSc2nc3ccccc3c(=O)n2Cc2ccco2)cc1,8%,-2%,i,4%,12%,
C=CCSc1nc(=O)n2ccc(C)cc2n1,-3%,13%,0.5%,25%,-1%,
CC(C)CNC(=O)CO/N=C/c1ccccc1Cl,7%,-42%,i,24%,1%,
COc1cccc(C2=NOC(C(=O)N3CCC4(CC3)OCCO4)C2)c1 (stereo not drawn),4%,1%,4.4%,8%,2%,
COc1ccc(C(=O)CSc2nc3ccc([N+](=O)[O-])cc3[nH]2)cc1,-7%,2%,8.4%,?,0%,
COc1cccc(NC(=O)N2CCN(c3nnnn3-c3ccccc3)CC2)c1,1%,-4%,2.0%,14%,-9%,
COC(=O)c1cc(NC(=O)CC2NCCNC2=O)cc(C(=O)OC)c1 (stereo not drawn),1%,1%,2.2%,8%,-2%,inhibitors of VEEV 10K pilot screen=1.2
CCCN1CCN(C(=O)c2ccc(CS(=O)c3ccc(Cl)cc3)o2)CC1 (stereo not drawn),-6%,0%,1.0%,14%,1%,
COC(=O)CSc1nc(SCc2ccccc2Cl)nc2c1CCCC2,-6%,-4%,2.9%,8%,2%,
O=C(NCCNC(=O)c1cc(Cl)ccc1Cl)c1ccccn1,4%,4%,0.7%,-10%,7%,
O=c1ccn([C@@H]2O[C@H](CNS(=O)(=O)c3cc4ccccc4s3)[C@@H](O)[C@H]2O)c(=O)[nH]1,.,.,i,.,-14%,
Cc1nn(Cc2ccccc2)c(C)c1C(=O)OCC(=O)Nc1ccccc1SCC#N,0%,-17%,2.5%,19%,0%,
COc1ccc(CSc2nc(C)cc(=O)[nH]2)cc1Br,-10%,12%,i,-2%,5%,

# The listing, from the start:
SMILES,M. tuberculosis HTS,Salmonella PhoP GFP,inhibitors of VEEV,tuberculosis growth,H1N1 NS1A inhibition,others
CC(C)(C)NC(=O)C(c1ccccc1)N(Cc1cccs1)C(=O)c1csnn1 (stereo not drawn),-3%,-9%,0.8%,12%,11%,inhibitors of VEEV 10K pilot screen=0.9
O=C(c1cccc(S(=O)(=O)N2CCc3ccccc32)c1)N1CCN(c2ccccc2)CC1,.,.,?,.,17%,
CN(C)C(CNC(=S)Nc1ccccc1)c1cccnc1 (stereo not drawn),1%,-10%,0.4%,22%,6%,
Cc1ccc(CSc2nc3ccccc3c(=O)n2Cc2ccco2)cc1,8%,-2%,i,4%,12%,
C=CCSc1nc(=O)n2ccc(C)cc2n1,-3%,13%,0.5%,25%,-1%,
CC(C)CNC(=O)CO/N=C/c1ccccc1Cl,7%,-42%,i,24%,1%,
COc1cccc(C2=NOC(C(=O)N3CCC4(CC3)OCCO4)C2)c1 (stereo not drawn),4%,1%,4.4%,8%,2%,
COc1ccc(C(=O)CSc2nc3ccc([N+](=O)[O-])cc3[nH]2)cc1,-7%,2%,8.4%,?,0%,
COc1cccc(NC(=O)N2CCN(c3nnnn3-c3ccccc3)CC2)c1,1%,-4%,2.0%,14%,-9%,
COC(=O)c1cc(NC(=O)CC2NCCNC2=O)cc(C(=O)OC)c1 (stereo not drawn),1%,1%,2.2%,8%,-2%,inhibitors of VEEV 10K pilot screen=1.2
CCCN1CCN(C(=O)c2ccc(CS(=O)c3ccc(Cl)cc3)o2)CC1 (stereo not drawn),-6%,0%,1.0%,14%,1%,
COC(=O)CSc1nc(SCc2ccccc2Cl)nc2c1CCCC2,-6%,-4%,2.9%,8%,2%,
O=C(NCCNC(=O)c1cc(Cl)ccc1Cl)c1ccccn1,4%,4%,0.7%,-10%,7%,
O=c1ccn([C@@H]2O[C@H](CNS(=O)(=O)c3cc4ccccc4s3)[C@@H](O)[C@H]2O)c(=O)[nH]1,.,.,i,.,-14%,
Cc1nn(Cc2ccccc2)c(C)c1C(=O)OCC(=O)Nc1ccccc1SCC#N,0%,-17%,2.5%,19%,0%,
COc1ccc(CSc2nc(C)cc(=O)[nH]2)cc1Br,-10%,12%,i,-2%,5%,
COc1ccc(OC(C)C(=O)N2CCCc3ccccc32)cc1 (stereo not drawn),2%,-3%,1.5%,1%,4%,
CC(OC(=O)COc1ccccc1[N+](=O)[O-])C(=O)Nc1ccc(N2CCOCC2)cc1 (stereo not drawn),5%,6%,0.7%,-4%,-10%,
Cc1csc(SCC(=O)N(C)C2CCS(=O)(=O)C2)n1 (stereo not drawn),.,.,0.7%,.,-6%,
Cc1ccc(-c2nc(S(=O)(=O)c3ccc(C)cc3)c(N(C)C)o2)cc1,-2%,-15%,0.7%,6%,-13%,
COc1ccc(OCC(O)CN2CCN(c3ccc(OC)cc3)CC2)cc1 (stereo not drawn),11%,1%,1.4%,11%,-5%,
CSc1nnc(C(C)(C)C)c(=O)n1/N=C/c1ccccc1,-1%,7%,2.4%,14%,7%,
O=C(OCC#CCSc1nnc(-c2cccc3ccccc23)o1)c1ccc(F)cc1,7%,.,1.0%,74%,-9%,
CC1C2Cc3ccc(O)cc3[C@]1(C)CCN2CCc1ccccc1 (stereo partly drawn),-4%,.,0.7%,12%,12%,
O=C(Cc1ccc(-n2c(=S)[nH]c3ccccc3c2=O)cc1)N1CCC(N2CCCCC2)CC1,-20%,-13%,0.4%,6%,0%,
SMILES,M. tuberculosis HTS,Salmonella PhoP GFP,inhibitors of VEEV,tuberculosis growth,H1N1 NS1A inhibition,others
COCCCNC(=O)c1cccn2c(=O)c3cc4ccccc4cc3nc12,?,-17%,0.8%,73%,0%,
CCOc1ccc(N2C(=O)CC(N(CCc3ccc(OC)cc3)C(=O)/C=C/C(=O)O)C2=O)cc1 (stereo not drawn),3%,-1%,0.7%,-8%,-3%,
NC(=O)c1ccsc1NC(=O)COC(=O)Cc1ccsc1,10%,-4%,7.2%,13%,9%,
c1ccc(Nc2ccccc2Nc2ccccn2)nc1,-3%,-1%,0.4%,.,5%,
CCOc1ccc(OCCn2c(=S)[nH]c3ccccc32)cc1,13%,1%,5.1%,13%,3%,
Cn1c(=S)[nH]c2sc3c(c2c1=O)CCC(C(C)(C)C)C3 (stereo not drawn),36%,4%,6.4%,?,-9%,
O=C(N/N=C/c1cccnc1)c1ccc2ccccc2c1O,-12%,0%,4.9%,-8%,-9%,
CCCCCOc1ccc(NC(=O)CSc2cccc3cccnc23)cc1,?,-11%,0.3%,32%,-4%,
COC(=O)NC1c2ccccc2Oc2ccccc21,6%,-3%,0.5%,11%,-5%,
CCOC(=O)C1(CCOc2ccccc2)CCN(Cc2ccc(O)cc2)CC1,12%,-2%,i,23%,2%,
CCOc1cc2c(cc1OCC)-n1cccc1C(c1ccc(F)c(OC)c1)NC2 (stereo not drawn),5%,-8%,0.3%,6%,-15%,
O[C@@H]1CCCN2CCc3c([nH]c4ccccc34)[C@H]12,-2%,1%,5.3%,40%,9%,

# Three records drawn at random from the list so far:
SMILES,M. tuberculosis HTS,Salmonella PhoP GFP,inhibitors of VEEV,tuberculosis growth,H1N1 NS1A inhibition,others
COc1ccc(OCC(O)CN2CCN(c3ccc(OC)cc3)CC2)cc1 (stereo not drawn),11%,1%,1.4%,11%,-5%,
COc1cccc(C2=NOC(C(=O)N3CCC4(CC3)OCCO4)C2)c1 (stereo not drawn),4%,1%,4.4%,8%,2%,
CCCCCOc1ccc(NC(=O)CSc2cccc3cccnc23)cc1,?,-11%,0.3%,32%,-4%,
